# C2C12 statin: suppressors of simvastatin-induced myotoxicity in C2C12 myotubes; ATP luminescence, 48 h; scaled: DMSO 0, geranylgeraniol control 100; rescue of ATP level, % at 7.49 µM; actives 0.78% (n = 330,000); AID 602340;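 active = mean ATP rescue above about 67%, or every replicate alone reaching that limit, limit read from the data, passing the limit was not always enough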;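 note: myotubes were challenged with 10 µM simvastatin during compound exposure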
# INS-1E GSIS act: primary screen for activators of insulin secretion dependent on glucose, INS-1E cells, GLuc reporter luminescence | actives 0.61% (n = 370,000) | INS-1E GLuc reporter insulin secretion, 2-3 h | activation, % at 16.6 µM;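 active = lowest replicate activation of at least 40%, so every replicate reaches that level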;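 note: 0% = median of neutral control wells and 100% = median of IBMX positive control wells; some compounds called inactive have numbers as strong as hits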
# FN deposition inh: fibronectin deposition inhibition | inhibition, % at 12.6 µM | AH1F fibroblasts, Alexa488-fibronectin deposition fluorescence, overnight | actives 0.086% (n = 350,000) | AID 743247;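 active = mean inhibition across replicates of 30% or more, regardless of how many single replicates reach that level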;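 note: positive control wells lacked labelled fibronectin entirely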
#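 Schedule: 1 h cell adhesion before compound, then overnight fibronectin incubation; test system: AH1F fibroblast monolayer depositing Alexa488-labelled fibronectin into matrix; quantity: 10000 AH1F cells per well; probe or stimulus: fluorescent fibronectin at 24 nM final; signal: fluorescence, ex 485 nm, em 525 nm; evaluation: percent inhibition as loss of matrix-bound fibronectin fluorescence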
# F508del corr: CFTR F508del correction in bronchial cells | CFBE cells, YFP halide quenching; stimulated with forskolin plus potentiator P3; % fluorescence drop versus neutral controls | activity (quench increase), % at 7.58 µM | actives 0.36% (n = 350,000);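 active = mean added fluorescence quench of at least 8% versus neutral control, with both replicates also reaching 8%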;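 note: cells transiently co-express mutant CFTR-F508del with the halide-sensitive YFP; corrector assay measuring rescue of mutant channel to the surface after 24 h compound exposure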
# PglD DTNB: inhibitors of Campylobacter jejuni PglD acetyltransferase | purified PglD enzyme, DTNB colorimetric CoA detection | inhibition, % at 12.5 µM | actives 0.098% (n = 360,000); in the data active = inhibition above about 16%, passing the limit was not always enough; note: strong numbers were not always called active
# miR-122 sensor: blocks miR-122 activity in Huh7 sensor cells; Huh7 miR-122 Renilla luciferase sensor, 48 h; neutral wells = 0, positive control = 100; activation (reporter increase), % at 12.5 µM; actives 0.3% (n = 340,000); AID 602342;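 active = mean replicate activation score at least 90 and every replicate individually at or above 90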;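 note: higher luciferase means less miR-122 activity so hits act as miR-122 inhibitors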
# PGC1a acetyl inh: modulators of PGC1a acetylation; AID 651687; actives 0.17% (n = 350,000); inhibition, % at 15.6 µM; U2OS PGC1a acetylation, AlphaScreen anti-acetyl-lysine; with virally co-expressed GCN5 acetyltransferase;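 active = every replicate shows inhibition of at least 40%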;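 note: 0% = neutral control wells and 100% = positive control wells; some results beyond the cut were filed as inactive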
# Cneo AK release: Cryptococcus neoformans lysis via adenylate kinase release. C. neoformans lysis, adenylate kinase release luminescence, 4 h; normalised: neutral wells 0, clomiphene wells 100. lysis activity, % at 15 µM. actives 0.2% (n = 360,000). AID 651654;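 active = mean lysis activity across replicates of at least 80%, whatever share of replicates individually reach that level; inactive = mean lysis activity below 80%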
#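 Material: C. neoformans cells | Amount: Yeast cell density of 5 × 10^6 cells/mL | Medium: Fresh YPD growth medium | Dosing: Single dose | Times: Static 4 h at 37 °C with compound, 1 h detection | Detection: AK luminescence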
# Numbers without * were called inactive; / = no result given; & = joins results of further samples; [ ] = another dose, or the depositor's remark.
SMILES,C2C12 statin,INS-1E GSIS act,FN deposition inh,F508del corr,PglD DTNB,miR-122 sensor,PGC1a acetyl inh,Cneo AK release
C[C@@H]1CN([C@@H](C)CO)C(=O)c2cc(C#CC3CCCCC3)cnc2O[C@@H]1CN(C)S(=O)(=O)c1ccc(F)cc1,-2&22&12,-15,-1&-9,3.4&-1.3&-2.1,-2&2&0,-4,11&11,-1&0&1
Cc1ccc(N(CC(=O)N2CCCC2)S(C)(=O)=O)c(C)c1,7,-5,3,2.3,0,-4,-4,1
CC1CCN(S(=O)(=O)c2cc(Br)cc(C(=O)NC3=NCCS3)c2)CC1,-3,/,-4,/,-4,18,-22,4
C[C@@H]1CCCCO[C@H](CN(C)Cc2ccc3c(c2)OCO3)[C@H](C)CN([C@@H](C)CO)C(=O)c2cc(NC(=O)C3CCCCC3)ccc2O1,-72,-18,/,-0.1,2,-6[16.7 µM],/,0
CCCCCCCC(=O)NNC(=O)c1ccc(F)cc1,0,/,/,/,0,/,1,2
CNC[C@@H]1OCCCC[C@@H](C)Oc2ccc(NC(=O)Nc3cccc4ccccc34)cc2C(=O)N([C@H](C)CO)C[C@H]1C,21,1,/,4.1,1,-1[16.7 µM],6,4
CCC(=O)Nc1ccc2c(c1)OC[C@@H](C)N(C(=O)c1ccccc1F)C[C@@H](C)[C@H](OC)CN(C)C2=O,-4,-4,4,/,-3,0[16.7 µM],/,-2
NC(c1csc(Nc2ncccn2)n1)C1CCCCC1 (stereo unspecified),-4,1,2,-0.3,1,4,-4,-1
COc1ccccc1N1CCN(C(=O)C(=O)c2c(C)[nH]c3ccccc23)CC1,49,-10,8,-0.3,-3,/,/,-1
Cn1c(SCC(=O)N2CCN(c3ccccc3)CC2)nnc1-c1ccncc1,/,2,/,/,-2,-3,6,0
COc1ccc(NC(=O)C(C)SCc2ccccc2)cc1OC (stereo unspecified),/,/,-4,-2.0,-3,-2,-3,-4
CC(C)C(=O)N1CCN(c2ccccc2NC(=O)c2ccc3c(c2)OCCO3)CC1,24,/,/,/,-5,-5,-4,1
CC(C)(C)c1ccc(SCC(N)=O)cc1,14,/,/,/,3,-6,1,0
NS(=O)(=O)c1ccc(CCNC(=O)c2cc([N+](=O)[O-])ccc2N2CCCCC2)cc1,9,3,-5,5.9,-3,/,/,0
O=C(COc1ccc(Cl)cc1)NNC(=O)c1ccccc1C(=O)O,-5,-5,/,-0.1,-3,/,/,-2
O=C(NC1Cc2ccccc2C1)[C@H]1N[C@H]2c3ccc(C4=CCCC4)c(=O)n3C[C@H]2[C@@H]1CO,-9,-1,/,0.0,5,-2[16.7 µM],/,0
C[C@@H]1CN([C@@H](C)CO)C(=O)c2cc(NS(=O)(=O)c3cn(C)cn3)ccc2O[C@@H]1CN(C)CC1CCCCC1,2,23,1,-0.5,2,-6[16.7 µM],4,-6
O=C(Nc1ccc(N2CCCCC2)cc1)c1cc(S(=O)(=O)N2CCOCC2)ccc1F,-26,7,/,0.4,-3,-8,0,2
O=C(NNC(=O)C1CCN(c2ncccn2)CC1)c1ccc(F)cc1,-5,10,-1,1.3,-3,-1,/,-1
C[C@H]1CCCCO[C@H](CN(C)S(=O)(=O)c2cn(C)cn2)[C@@H](C)CN([C@@H](C)CO)C(=O)c2cc(NC(=O)Nc3ccccc3)ccc2O1,/,7,8,3.5,-3,-1[16.7 µM],1,0
O=S(=O)(NC1CCCCC1Oc1ccccc1)c1ccc(Cl)cc1 (stereo unspecified),/,-20,-2,0.2,/,26,-21,3
FC(F)(F)c1cc(-c2cccs2)nc(N2CCOCC2)n1,11,/,/,/,-4,-6,8,2
CC(=O)C1=C(O)C(=O)N(c2ccccn2)C1c1ccccc1[N+](=O)[O-] (stereo unspecified),8,-42,/,0.1,1,21,-2,-3
Cc1cc(C)cc(NC(=O)Nc2ccc(NC(=O)c3ccccc3O)cc2)c1,-10,1,3,4.3,-1,15,/,-3
COc1ccc(C(=O)NCC(=O)NCc2ccc3c(c2)OCO3)cc1[N+](=O)[O-],5,-11,7,-2.0,6,-8,-2,0
Cc1ccc(N2CC(c3nc4ccccc4n3C)CC2=O)cc1 (stereo unspecified),-4,-5,-5,0.7,3,-1,6,9
CNC(=O)C[C@@H]1CC[C@H]2[C@H](COc3ccc(NC(=O)Nc4cccc(C)c4)cc3C(=O)N2C)O1,-13,1,-1,0.7,-2,-14[16.7 µM],0,-5
CCn1c(SCc2c(Cl)cccc2Cl)nnc1-c1nn(-c2ccccc2)ccc1=O,-5,/,/,/,1,12,-3,3
CC1(C)C(=O)Nc2ccccc2N1C(=O)COC(=O)c1cccnc1Cl,21,14,-44,3.1,-4,-5,-14,-1
CC(C)[C@H](NS(=O)(=O)c1ccccc1)C(=O)OCc1cc([N+](=O)[O-])cc2c1OCOC2,-4,/,/,5.2,-1,-4,-2,0
CCOC(=O)C1=C(N)n2c(s/c(=C\c3ccco3)c2=O)=C(C(=O)OCC)C1c1ccco1 (stereo unspecified),-12,-5,/,-0.5,3,4,4,-1
Cc1cc(C)cc(NC(=O)CCN2C(=O)c3ccccc3C2=O)c1,2,-3,-1,3.0,-2,-3,6,2
O=C(c1cccc(N2C(=O)c3ccccc3C2=O)c1)N1CCCCCC1,/,-13,-2,0.5,/,/,6,/
COc1ccc(-c2nnn(CC(=O)N(Cc3cccs3)C(C)C(=O)NC3CCCC3)n2)cc1OC (stereo unspecified),0,/,-6,/,-1,8,-30,2
O=C(CSC1=NCCN1)Nc1cccc([N+](=O)[O-])c1,34,9,-1,10*,4,-1,-11,6
CCn1cc(C(=O)O)c(=O)c2cc(S(=O)(=O)N3CCCCCC3)ccc21,17,6,4,-1.1,4,-3,4,-2
O=C(NCCN1CCOCC1)c1ccc(Cl)c(Cl)c1,-1,-6,-5,-5.4,-7,6,-5,6
CN(C)c1nc(N2CCOCC2)nc(N(c2ccccc2)c2ccccc2)n1,6,47,5,/,-1,3,2,2
NC(=O)CSc1nnc(Cc2csc(Nc3ccccc3)n2)n1Cc1ccccc1,4,1,/,/,-4,-2,-13,1
CCN(C(=O)COC(=O)c1ccc(SC)cc1OC)C1CCS(=O)(=O)C1 (stereo unspecified),1,8,18,1.0,1,/,/,-1
CCOC(=O)CCc1n[nH]c(=O)[nH]c1=O,5,/,/,/,-3,2,3,0
CCN1CCN(CCCNC(=O)CCC(=O)N2CCOc3ccccc32)CC1,2,0,8,0.8,-5,-3,-2,0
O=C(N[C@@H]1CC[C@@H](CCn2cc(Cc3ccccc3)nn2)O[C@H]1CO)c1ccccn1,-6,-10,-1,0.1,-4,/,2,-6
O=C(Oc1ccccc1)c1cc2ccccc2oc1=O,/,-26,-4,2.3,/,/,4,/
CNC[C@H]1Oc2ccc(NC(=O)Cc3ccccc3)cc2CC(=O)N([C@@H](C)CO)C[C@H]1C,38,9,-1,-0.5,2,-4[16.7 µM],-2,48
CO[C@@H]1CN(C)C(=O)c2cc(NC(=O)Nc3ccc4c(c3)OCO4)ccc2OC[C@@H](C)N(C)C[C@H]1C,0,13&20,10&3,0.4&-1.2,1,/,-5,-3
CC(=O)NC(CCS(C)(=O)=O)C(=O)Nc1cccc(C(C)=O)c1 (stereo unspecified),4,/,/,/,-1,5,-5,-6
C/C(=N\NC(=S)NC(C)C)c1ccc(-n2ccnc2)cc1,-44,27,/,/,-3,11,7,5

# F508del corr: what is marked active above.
canonical_smiles	INS-1E GSIS act	F508del corr	PglD DTNB	miR-122 sensor	PGC1a acetyl inh
O=C(CSC1=NCCN1)Nc1cccc([N+](=O)[O-])c1	9	10*	4	-1	-11

# Next section:
SMILES,C2C12 statin,INS-1E GSIS act,FN deposition inh,F508del corr,PglD DTNB,miR-122 sensor,PGC1a acetyl inh,Cneo AK release
O=C1/C(=C/c2ccc(C(=O)O)cc2)CCC/C1=C\c1ccc(C(=O)O)cc1,/,16,3,/,-10,-6,2,0
COc1ccc(NS(=O)(=O)c2ccc(SC)cc2)cc1,7,-20,/,-0.8,2,/,-1,6
COc1ccc(NC(=O)Nc2ccc3c(c2)C(=O)N([C@H](C)CO)C[C@@H](C)[C@@H](CN(C)C)OCCCC[C@@H](C)O3)cc1,37,13,/,-1.1,0,2[16.7 µM],9,-1
C[C@@H]1CN([C@H](C)CO)C(=O)c2cccc(NC(=O)c3ccncc3)c2O[C@@H]1CN(C)C,-20,3,/,1.0,4,-2[16.7 µM],-4,0
CCn1c(Cc2ccccc2)nnc1SCC(=O)Nc1ccc(OC)cc1,4,/,4,/,2,5,8,-1
C[C@@H]1CN([C@H](C)CO)C(=O)c2cc(NC(=O)C3CCCCC3)ccc2O[C@@H](C)CCCCO[C@H]1CN(C)S(=O)(=O)c1ccc(F)cc1,/,-21,6,1.4,2,-7[16.7 µM],0,54
CC1CCN(C(=O)Cn2c3ccc(F)cc3c3nc4n(c(=O)c32)CCCS4)CC1,-12,/,/,/,7,-6,-10,2
COc1cc(OC)cc(C(=O)NC(C(=O)Nc2ccc3c(c2)CCC3)C(C)C)c1 (stereo unspecified),9,/,2,2.7,-2,/,-6,-2
Nc1cc(Oc2ccc(Cl)cc2Cl)nc(N)n1,16,-6,0,1.8,2,-3,8,1
CC(C(N)=O)N1C(=O)c2cccc3cccc1c23 (stereo unspecified),-6,21,/,-1.4,-3,4,3,-1
C[C@@H]1CN([C@@H](C)CO)C(=O)c2c(c3ccccc3n2C)-c2ccccc2CO[C@@H]1CN(C)C(=O)[C@@H](Cc1ccccc1)N(C)C,-24,3,3,3.0,8,/,5,2
CCN1CCN(c2nc3c(C)cccn3c(=O)c2/C=C(\C#N)C(=O)NC)CC1,-9,23,-4,0.8,1,3,22,-1

# Taken from above.
# PglD DTNB, COc1ccc(NS(=O)(=O)c2ccc(SC)cc2)cc1 is entered as 2
# F508del corr, COc1ccc(NC(=O)Nc2ccc3c(c2)C(=O)N([C@H](C)CO)C[C@@H](C)[C@@H](CN(C)C)OCCCC[C@@H](C)O3)cc1 is entered as -1.1
# miR-122 sensor, CCn1c(Cc2ccccc2)nnc1SCC(=O)Nc1ccc(OC)cc1 is entered as 5

# Following part
SMILES,C2C12 statin,INS-1E GSIS act,FN deposition inh,F508del corr,PglD DTNB,miR-122 sensor,PGC1a acetyl inh,Cneo AK release
CC1(C)Cc2c(cnn2-c2ccccc2)C(NC(=O)CCCN2CCCCC2=O)C1 (stereo unspecified),-8,5,/,1.3,-1,-2,5,3
Cc1noc(C)c1S(=O)(=O)N(C)C[C@@H]1OCCCC[C@@H](C)Oc2ccc(NC(=O)c3ccccc3)cc2C(=O)N([C@H](C)CO)C[C@@H]1C,/,-8,/,-1.7,3,0[16.7 µM],-11,-4
CCN(CC)CCOc1ccccc1C(C)=O,-3,5,/,1.4,2,0,-23,-2
COc1ccc(CN(C)C(=O)C2CC(=O)N(c3ccc4c(c3)OCCO4)C2)cc1 (stereo unspecified),8,-4,7,-2.0,-7,-2,-1,1
COc1ccc(CN(C)C(=O)CCNS(=O)(=O)c2ccccc2)c(OC)c1,1,7,3,0.0,-2,8,-6,13
O=C(CSc1nnc(COc2cccc3cccnc23)o1)N1CCN(C(=O)c2ccco2)CC1,/,21,/,/,6,3,-3,0
CNC(=S)N(CCc1c(C)[nH]c2ccccc12)Cc1ccco1,-24,32,7,-2.0,/,-2,/,/
O=C(c1ccc([N+](=O)[O-])cc1)N1CCSC1c1ccccc1Cl (stereo unspecified),0,3,0,-1.1,4,-2,-1,1

# Compound activity deposited in PubChem BioAssay by Broad Institute.

# Compounds were not picked by outcome (roughly 2.1% active in at least one column).
